# Screens as filed in PubChem BioAssay.
# S2 tox: Viability Counterscreen for Primary qHTS for Inhibitors of ATXN expression | AID 651635, 2014 | S2 cells (HEK-293 line with an ATXN2-luciferase reporter) viability, CellTiter-Fluor protease fluorescence, 24 h | 400,000 tested, 0.49% active | Potency, µM (series often up to 56.7 µM), most hits filed as cytotoxic; also: nearly all actives have a fitted effect of over 40% in size
# ATXN2 expr inh: Primary qHTS for Inhibitors of ATXN expression | 360,000 tested, 0.72% active | HEK-293 ATXN2-luciferase reporter, luminescence, 24 h | Potency, µM (highest dose often 57 µM), without a hit: top-dose activity change, negative = inhibition, hits mostly inhibitors | AID 1745845, 2022; also: % is scaled to controls: 0 for no effect and ±100 for the full control effect; nearly all actives have a fitted effect of over 55% in size
#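 qHTS (up to 57 uM final) was run with 24 h compound exposure of reporter cells at 37 °C. Each well was multiplexed: SteadyGlo luminescence measured ATXN2-luciferase expression after a fluorogenic Gly-Phe-AFC viability readout (25 uM final).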
# MCF10A rereplic: A quantitative high throughput screen for small molecules that induce DNA re-replication in MCF 10a normal breast cells. MCF 10A DNA re-replication, Hoechst nuclear intensity, 48 h. Potency, µM (titrated, usually from 46.1 µM), for the others: at the highest dose activity, positive = re-replication, most hits filed as activators. 350,000 tested, 2.9% active. AID 624296, 2012; also: % of control where 0% means no effect; nearly all actives have a fitted effect of over 50% in size
# Nrf2 inh: Nrf2 qHTS screen for inhibitors. A549 ARE-Fluc reporter, luciferase luminescence, 18-24 h. 360,000 tested, 2.1% active. Potency, µM (highest dose often 46 µM), without a hit: at the top dose activity change, negative = inhibition, actives largely listed as inhibitors. AID 504444, 2011; also: % is scaled to controls: 0 for no effect and ±100 for the full control effect; nearly all actives have a fitted effect of over 60% in size
#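 Nrf2 activity is the BugLite luminescence, read 15 min after reagent at room temperature, following CellTiter-Fluor cytotoxicity readout (30 min, 37C). Compound titrations were applied for 18-24 h to 5000 A549 ARE_Fluc cells/well in 5% FBS OPTI-MEM.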
# A549 tox: Nrf2 qHTS screen for inhibitors: counterscreen for cytotoxicity; 390,000 tested, 0.16% active; A549 ARE-Fluc cells, CellTiter-Fluor viability, 18-24 h; Potency, µM (series often up to 46 µM), without a hit: at the top dose activity change, negative = cytotoxicity, actives largely listed as inhibitors; also: % is scaled to controls: 0 for no effect and ±100 for the full control effect
#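 Cytotoxicity counterscreen: CellTiter-Fluor fluorescence was measured in A549 ARE_Fluc cells after 18-24 h of compound exposure in a concentration series. The subsequent BugLite luminescent read reports ARE-luciferase activity.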
# Nrf2 ARE act: qHTS of Nrf2 Activators; Potency, µM (series often up to 46.1 µM), for the others: at the top dose activation, usual class: activators; AREc32 ARE-luciferase reporter (MCF7-derived line), luminescence, 24 h; 410,000 tested, 0.31% active; also: % of control where 0% means no effect; nearly all actives have a fitted effect of over 65% in size
#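 AREc32 cells carrying an ARE-driven firefly luciferase, 1000 cells/well in OPTI-MEM with 5% FBS, dosed after overnight attachment and incubated 24 hr at 37 deg C. Steady-Glo luminescence read after 30 min at RT.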
# EPAC2 antagonist: qHTS for Antagonist of cAMP-regulated guanine nucleotide exchange factor 2 (EPAC2): primary screen | Rap guanine nucleotide exchange factor 4 (Homo sapiens), Q8WZA2 | EPAC2 GEF exchange of Rap1B-BODIPY-GDP, fluorescence | Potency, µM (top dose mostly 114 µM), for inactives: top-dose activity, negative = inhibition, actives largely listed as inhibitors | 360,000 tested, 0.18% active | AID 720708, 2013; also: % is scaled to controls: 0 for no effect and ±100 for the full control effect; nearly all actives have a fitted effect of over 45% in size; many of its hits are not listed in these tables
# Target sequence (Q8WZA2 whole entry, looked up): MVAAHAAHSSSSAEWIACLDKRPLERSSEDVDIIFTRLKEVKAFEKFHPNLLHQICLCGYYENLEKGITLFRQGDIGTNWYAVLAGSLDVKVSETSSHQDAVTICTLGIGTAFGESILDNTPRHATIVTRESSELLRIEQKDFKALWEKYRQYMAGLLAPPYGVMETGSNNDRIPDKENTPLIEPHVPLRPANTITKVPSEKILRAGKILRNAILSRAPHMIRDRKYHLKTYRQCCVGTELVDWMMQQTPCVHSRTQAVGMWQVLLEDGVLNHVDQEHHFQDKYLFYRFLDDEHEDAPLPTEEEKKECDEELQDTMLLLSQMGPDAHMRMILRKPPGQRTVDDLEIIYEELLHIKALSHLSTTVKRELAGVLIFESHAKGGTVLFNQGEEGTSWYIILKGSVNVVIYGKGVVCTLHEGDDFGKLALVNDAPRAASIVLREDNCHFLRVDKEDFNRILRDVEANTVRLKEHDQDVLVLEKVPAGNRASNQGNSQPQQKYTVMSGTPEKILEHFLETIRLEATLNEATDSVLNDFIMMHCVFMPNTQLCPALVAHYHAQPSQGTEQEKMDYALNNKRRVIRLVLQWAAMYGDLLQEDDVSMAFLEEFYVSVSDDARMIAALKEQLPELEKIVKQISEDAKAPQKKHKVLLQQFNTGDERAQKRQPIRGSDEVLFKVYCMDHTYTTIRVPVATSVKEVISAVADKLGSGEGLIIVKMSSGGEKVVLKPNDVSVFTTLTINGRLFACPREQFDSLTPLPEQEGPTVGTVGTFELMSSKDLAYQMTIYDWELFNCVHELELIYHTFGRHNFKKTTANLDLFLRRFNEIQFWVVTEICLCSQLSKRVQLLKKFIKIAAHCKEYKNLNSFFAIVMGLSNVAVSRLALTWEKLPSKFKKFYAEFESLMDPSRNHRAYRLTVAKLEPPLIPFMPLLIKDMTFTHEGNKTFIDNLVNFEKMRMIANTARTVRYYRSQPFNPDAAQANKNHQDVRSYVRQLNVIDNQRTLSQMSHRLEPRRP
# HepG2 viability: qHTS for Inhibitors of TGF-b: Cytotox Counterscreen | HepG2 CAGA-GFP viability, ATP luminescence, 18 h | Potency, µM (highest dose often 46.1 µM), without a hit: at the highest dose activity change, negative = cytotoxicity, usual class: cytotoxic | 410,000 tested, 0.76% active | AID 588856, 2011; also: some results filed as inactive show a strong effect at the top dose
#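 CellTiter-Glo luminescence gave cytotoxicity after 18 hours at 37 degrees C. The cells were HepG2 CAGA-GFP in 1% FBS DMEM, stimulated with 500 pg/mL TGF-beta after compound addition. %Activity was normalised to no-cell wells (complete cell-killing) and DMSO (no toxicity), and curves were fitted and classified.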
# TGFb SMAD3 inh: qHTS for Inhibitors of TGF-b; HepG2 CAGA-GFP TGF-b/SMAD3 reporter, GFP fluorescence, 18 h; TGF-beta stimulated, 500 pg/mL final; Potency, µM (top dose mostly 46.1 µM), for the others: top-dose activity, negative = inhibition, hits mostly inhibitors; 410,000 tested, 1.2% active; also: % is scaled to controls: 0 for no effect and ±100 for the full control effect; nearly all actives have a fitted effect of over 65% in size
#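 Smad-responsive CAGA-GFP expression was quantified in HEPG2 cells exposed to compounds and 500 pg/mL final TGF-beta for 18 h at 37 degrees C; unstimulated wells defined full inhibition.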
# * hit, by the source's call; i = inactive; u = inconclusive; x = not tested or not shown; & = joins results of further samples; [ ] = dose if it differs, or a comment. Calls follow the shape of the dose curve; as a rule, active = well fitted curve in the direction sought with a large enough effect; inconclusive = small, poorly fitted or top-dose-only effect, or another doubt; inactive = no such curve, though single readings can be large; an effect the other way counts as inactive or inconclusive. Potency is read from the fitted curve at half-maximal effect.
# Every second line gives: Nrf2 ARE act	Nrf2 inh	HepG2 viability	MCF10A rereplic	ATXN2 expr inh	TGFb SMAD3 inh	A549 tox	EPAC2 antagonist	S2 tox
CC(C)c1ccc(N(CC(=O)NCC2CCCO2)C(=O)CCC(=O)Nc2nccs2)cc1 (stereo not drawn)
→ 0.3%	-12%	3%	1%	5%	-6%	-2%	8%	i
Cc1ccc2nc(SC(C(=O)Nc3ccc(F)cc3)c3ccccc3)[nH]c2c1 (stereo not drawn)
→ -0.2%	u	-50%	u	-11%	u	u	-1%	i
O=c1cc(O)c2sc(Nc3ccc(F)c(Cl)c3)nc2[nH]1
→ -0.4%	u	12%	18%	-13%[11.3 µM]	35%	1%	4%	i
CC1=CC(C)(C(Cl)Cl)C(C)=CC1=O (stereo not drawn)
→ -0.3%	-8%	2%	13%	4%	-2%	-22%	10%	i
CN1c2ccccc2C(C)(C)C12C=Nc1c(cc(N3CCOCC3)c3ccccc13)O2 (stereo not drawn)
→ 15%	-23%	-16%	7.3µM*	-15%	u	16%	-25%	x
Cc1ccc(CNC(=O)CN(C2CCCCC2)S(C)(=O)=O)cc1
→ -0.8%	-11%	20%	-10%	5%	0%	-1%	3%	i
Cc1cc(C)c(OCC(=O)OCC(=O)N2CCc3ccccc3C2)c(C)c1
→ 0.5%	1%	4%	-1%	1%	0%	-3%	-21%	i
CCOC(=O)C1=C(C)NC(=S)N(C(C)=O)C1c1ccc(Cl)cc1 (stereo not drawn)
→ 0.3%	u	-32%	-3%	-31%	u	-14%	-15%	i
COc1ccc(CN2CCCC(C(=O)c3ccc(Cl)cc3)C2)cc1Cn1cncn1 (stereo not drawn)
→ -0.8%	6%	-43%	u	x	1%	-3%	-6%	u
O=C(CCC(NC(=O)OCc1ccccc1)C(=O)OCC(=O)N1CCCCC1)OCC(=O)N1CCCCC1 (stereo not drawn)
→ -0.5%	19%	-2%	-5%	0%	0%	19%	22%[57.1 µM]	i
COc1ccc(C(=O)Nc2ccc(CN3CCOCC3)cc2)cc1Br
→ 5.7%	-2%	-40%	12%	-21%	-27%	2%	-2%	i
O=Cc1cn(-c2ccccc2)nc1-c1cccnc1
→ 5.4%	u	-12%	8%	-5%	-10%	2%	-3%	i
O=C(CCC(=O)N1CCN(c2ccc(F)cc2)CC1)c1ccc(F)cc1
→ -0.2%	0%	-8%	-16%	-24%	u	0%	-6%	i
CCc1nc(N=Nc2c(O)[nH]c3ccccc23)c2c3c(sc2n1)CCC3
→ 1.9%	u	0%	3%	x	13%	2%	3%	u
Cc1cccc(-n2ncc(C(=O)NCc3ccc4c(c3)OCO4)c2C2CCN(C(=O)OC(C)(C)C)CC2)c1
→ 0.3%	16µM*	-7%	x	x	-25%	-16%	x	x
O=C(Nc1ccccc1Cl)N1CCN(c2ccccn2)CC1
→ -0.7%	u	2%	-1%	2%	0%	-4%	4%	i
Cc1cc(C)n2nc(SCc3ccccc3)nc2n1
→ 4.1%	-4%	-16%	-1%	x	-15%	6%	-7%	i
NS(=O)(=O)c1ccc(-c2ccc(C=NC3CCS(=O)(=O)C3)o2)cc1 (stereo not drawn)
→ 0.2%	0%	-30%	9%	-11%	u	1%	5%	i
COCCN(C(=S)Nc1ccc(OC)c(Cl)c1)C1CCN(C(C)C)CC1
→ 2.5%	13%	-1%	-10%	-29%	11%	14%	14%	i
O=C(NNC(=S)NC1CCCCC1)c1cccs1
→ 2.1%	-6%	18%	-1%	2%	-11%	4%	-5%	i
Cc1oc2ccc(OCc3ccccc3F)cc2c1C(=O)O
→ -0.1%	-12%	-6%	7%	-16%	1%	3%	-17%	i
COc1ccc2nc(Nc3nc(-c4cc5ccccc5oc4=O)cs3)sc2c1
→ 3.0%[9.22 µM]	27%	-7%	5.8µM*	21%	u	u	17%	i
Cc1cccc(NC(=S)NC2CC3CCCC(C2)N3CC(C)C)c1C (stereo not drawn)
→ 0.2%	1%	-110%	13%	5%	-7%	u	0%	i
CCOc1ccc(N2C(=O)CC(NCc3ccc(F)cc3)C2=O)cc1 (stereo not drawn)
→ 0.2%	-4%	-4%	3%	5%	12%	-4%	0%	i
CCNc1nc(C)nc2c1cnn2C
→ -0.5%	-6%	4%	-2%	3%	1%	1%	7%	i
CC(OC(=O)C1CC1)C(=O)Nc1cc(C(F)(F)F)ccc1Cl (stereo not drawn)
→ 0.2%	3%	-16%	0%	-15%	-15%	6%	-17%	i
CCC1=C(OC(=O)N(CC)CC)N2C(=O)OC(=NCC3CC3)[C@]2(Cc2ccccc2)[C@H]2C1=CC[C@H]1C(=O)N(CC(=O)OC)C(=O)[C@H]12
→ 9.0%	8%	-10%	3%	-12%	u	u	-10%	u
CC(C)(C)C1CCc2oc3ccc(NS(=O)(=O)c4ccc(C(=O)O)cc4)cc3c2C1 (stereo not drawn)
→ 0.1%	-7%	-121%	x	x	22µM*	-1%	x	x
Cc1ccc([N+](=O)[O-])c(OCCCN2CCC(Cc3ccccc3)CC2)c1
→ 0.1%	u	-64%	0%	x	u	9%	-5%	u
CCOC(=O)N1CCN(C(=O)C[C@@H]2C[C@@]3(C(=O)OCC)CCC=C3N(Cc3ccccc3)C2=O)CC1
→ 0.1%	x	x	x	20%	x	x	5%	i

# A run of entries taken from the entries so far, as a working copy:
# Every second line gives: Nrf2 ARE act	Nrf2 inh	HepG2 viability	MCF10A rereplic	ATXN2 expr inh	TGFb SMAD3 inh	A549 tox	EPAC2 antagonist	S2 tox
CCNc1nc(C)nc2c1cnn2C
→ -0.5%	-6%	4%	-2%	3%	1%	1%	7%	i
CC(OC(=O)C1CC1)C(=O)Nc1cc(C(F)(F)F)ccc1Cl (stereo not drawn)
→ 0.2%	3%	-16%	0%	-15%	-15%	6%	-17%	i
CCC1=C(OC(=O)N(CC)CC)N2C(=O)OC(=NCC3CC3)[C@]2(Cc2ccccc2)[C@H]2C1=CC[C@H]1C(=O)N(CC(=O)OC)C(=O)[C@H]12
→ 9.0%	8%	-10%	3%	-12%	u	u	-10%	u

# Continued:
# Every second line gives: Nrf2 ARE act	Nrf2 inh	HepG2 viability	MCF10A rereplic	ATXN2 expr inh	TGFb SMAD3 inh	A549 tox	EPAC2 antagonist	S2 tox
FC(F)(F)c1ccccc1Cc1c(-c2ccc(Cl)cc2)nc2ccc(Br)cn12
→ 3.4%	x	-15%	x	12%	u	x	-27%	u
C=CCn1c(=O)c(C(=O)NCc2ccccc2Cl)c(O)c2ccccc21
→ -0.4%	u	-34%	23µM*	-31%	u	1%	-6%	u
COC(=O)CNc1c(-c2ccccc2)nc2ccc(Br)cn12
→ 3.6%	u	-4%&-24%	u	19%	3%&-7%	3%	2%	i
CC1CCc2c(sc(NC(=O)c3c([N+](=O)[O-])cnn3C)c2C(N)=O)C1 (stereo not drawn)
→ -0.6%	u	-12%	10%	-10%	-14%	-4%	12%	i
O=C(Nc1nc2nccc(-c3ccccc3)n2n1)c1ccccc1
→ 0.2%	4%	2%	-3%	5%	20%	-9%	-2%	i
O=C1C(Cc2ccccc2)S/C(=N/N=C/c2ccco2)N1c1ccccc1 (stereo not drawn)
→ 0.6%	-16%	-16%	u	-5%	-20%	-5%	-7%	i
Cc1ccc(S(=O)(=O)NCCc2nnc3ccc(SCc4ccccc4C)nn23)cc1
→ 3.3%	u	-4%	x	x	18%	-13%	x	x
COc1cc(/C=C2\C(=N)N3N=C(C(C)C)SC3=NC2=O)ccc1OCCOc1ccc(NC(C)=O)cc1
→ -0.2%	-12%	8%	14%	-11%	10%	1%	7%	i
COc1cc2c(cc1OC(C)=O)C(=O)CCCC2
→ -0.4%	x	1%	x	4%	9%	x	8%	i
COc1ccc(C2=C/C(=C\c3ccc(OC(C)=O)cc3)C(=O)O2)cc1
→ 0.1%	-2%	10%	-3%	16%	1%	0%	6%	i
CC(=O)c1nn(-c2cccc(Br)c2)cc1C(=O)c1ccc(Cl)cc1
→ 2.2%	u	-6%	4.6µM*	-4%	1%	1%	-4%	u
O=C(O)c1cccnc1SCC(=O)N1CCCc2ccccc21
→ -0.6%	-6%	-15%	1%	7%	9%	-4%	3%	i
Cc1ccc(OCCCN2CCCC2)c(C)c1
→ 1.9%	u	-12%	4%	0%	16%	-5%	1%	i
CC(C)CNC(=O)C1Nc2ccc(C(F)(F)F)cc2C2C=CCC12 (stereo not drawn)
→ 0.7%	-12%	-13%	-9%	32%[activator]	0%	-21%	-19%	i
COC(=O)N1CCN(S(=O)(=O)c2ccc(F)cc2)CC1
→ -0.3%	-7%	-3%	3%	7%	13%	-4%	6%	i
CCOC(=O)c1c(C(=O)OCC)c(C)n(CCc2ccccc2)c1C
→ 0.1%	-28%	7%	u	4%	-4%	-3%	0%	i
CN(CC(=O)NCCc1ccccc1)S(=O)(=O)c1cccc2nsnc12
→ -0.1%	-3%	5%	-18%	3%	4%	2%	11%	u
CN1N=C(C(=O)Nc2ccc3c(c2)CCC3)CCC1=O
→ 1.5%	u	0%	-5%	24%	7%	-3%	-10%	i
CC1CN(C2=NC(=O)/C(=C3/C(=O)N(Cc4ccc(F)cc4)c4ccccc43)S2)CC(C)O1 (stereo not drawn)
→ -0.1%	11%	-10%	1%	x	-8%	-8%	-28%	i
O=C(CSc1nnc2scc(-c3ccc(Cl)cc3)n12)Nc1ccccc1F
→ 7.5%	-11%	-35%	x	-20%	-5%	-1%	x	i
CCCn1ncc2c(Nc3ccc(C)c(C)c3)ncnc21
→ 3.3%	3%	-13%	6%	48%[activator]	-1%	-4%	-10%	i
c1ccc(-c2csc(Nc3cccnc3)n2)nc1
→ 7.9%	x	-11%	-2%	61%[activator]	-8%	11%	7%	i
CC1CCN(C(=O)c2[nH]cnc2C(=O)Nc2ccc(Cl)cc2)CC1
→ -0.4%	-10%	-28%	1%	-19%	u	2%	5%	i
COc1cccc(N=C2SC(CC(=O)Nc3ccccc3)C(=O)N2Cc2ccccn2)c1 (stereo not drawn)
→ 0.7%	0%	6%	-8%	-24%	-1%	-1%	-19%	i

# Some of the compounds tested, so the mix of outcomes need not match the whole.
